# esBAF inh – blocks esBAF chromatin remodeling in mouse ES cells; Bmi1-luciferase knock-in reporter, 24 h; 100% = twice the neutral-well signal; reporter increase, % at 12.5 µM; 350,000 tested, 2% active; in the data active means activation above about 40%;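 further: 0% = median of the plate's neutral control wells and 100% = double that signal; a rise in the Bmi1 reporter signal indicates esBAF inhibition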
# SIRT5 block – sirtuin-5 (human) deacylase inhibition; Purified SirT5, succinyl-peptide AMC, trypsin-coupled fluorescence; 330,000 tested, 1.1% active; inhibition, % at 15 µM; Q9NXA8; in the data active means inhibition above about 15%
# Target sequence (Q9NXA8 whole entry, looked up): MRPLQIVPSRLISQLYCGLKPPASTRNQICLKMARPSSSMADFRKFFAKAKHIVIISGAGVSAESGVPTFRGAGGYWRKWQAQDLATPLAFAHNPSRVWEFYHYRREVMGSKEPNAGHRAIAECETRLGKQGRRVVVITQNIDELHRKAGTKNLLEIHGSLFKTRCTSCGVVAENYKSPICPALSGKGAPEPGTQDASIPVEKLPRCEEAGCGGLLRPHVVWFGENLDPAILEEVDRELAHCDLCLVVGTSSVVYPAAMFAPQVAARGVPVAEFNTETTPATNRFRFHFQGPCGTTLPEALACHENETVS
# FN deposit inh – fibronectin deposition inhibition | AH1F fibroblasts, Alexa488-fibronectin deposition fluorescence, overnight | 350,000 tested, 0.086% active | inhibition, % at 12.6 µM | AID 743247;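 active means mean inhibition across replicates of 30% or more, regardless of how many single replicates reach that level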;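 further: positive control wells lacked labelled fibronectin entirely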
#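 test system = AH1F fibroblasts assembling fluorescent fibronectin matrix | quantity = 10000 AH1F cells per well | buffer or medium = DMEM plus 2% serum, read in PBS | doses = single dose, pinned | incubation = 1 h cell attachment, overnight exposure to compound and label | detection = fluorescence at 485 nm excitation, 525 nm emission | read-out basis = inhibition from reduced deposited-fibronectin fluorescence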
# LGR2 inh – inhibitors of bursicon-induced Drosophila LGR2 receptor cAMP signaling | 380,000 tested, 0.35% active | HEK293 LGR2, CRE-luciferase, bursicon-stimulated, 4 h | inhibition, % at 9.99 µM;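 active means drop in luminescence signal, shown as inhibition above about 50% in the replicate tests, limit read from the data, passing the limit was not always enough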;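 further: agonist challenge used bursicon conditioned medium at about half maximal strength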
# * hit, by the source's call; · = no result given. The list is partial (hit frequency here may not be typical).
# Short keys – A = esBAF inh; B = SIRT5 block; C = FN deposit inh; D = LGR2 inh
CCOC(=O)CN(C(=O)CSc1nnc(CNc2ccc(F)cc2)o1)c1ccccc1
  A: 9 | B: · | C: 15 | D: ·
O=C(NC1=NCCS1)c1cc(-c2ccccc2)nn1-c1ccccc1
  A: 7 | B: · | C: 5 | D: ·
CCOc1ccc(N2C(=O)Nc3ccccc3C2(O)C(=O)NCc2ccc3c(c2)OCO3)cc1 (centres undefined)
  A: -1 | B: · | C: 4 | D: ·
O=C(COc1ccc(Cl)cc1)NCc1nnc(SCC(=O)N2CCCc3ccccc32)o1
  A: 12 | B: · | C: 8 | D: ·
CCCN(CCC)C(=O)CSc1nc2ccsc2c(=O)n1NC(=O)c1ccccc1
  A: 29 | B: · | C: -3 | D: ·
O=C(C1CC(c2cccc(Br)c2)=NO1)N1CCc2ccccc2C1 (centres undefined)
  A: 2 | B: · | C: 9 | D: ·
COc1ccc(NC(=S)Nc2cccc([N+](=O)[O-])c2)cc1
  A: 11 | B: · | C: 1 | D: ·
COCCNC(=O)c1c[nH]c2ccc(OC)cc2c1=O
  A: -3 | B: · | C: 3 | D: ·
Cn1c(N)c(C(=O)COC(=O)c2ccc3c(c2)OCCO3)c(=O)n(C)c1=O
  A: 1 | B: · | C: -3 | D: ·
CCOc1ccccc1OCC(=O)Nc1ccc(Cl)cc1Cl
  A: 3 | B: · | C: -3 | D: ·
CC(C)NS(=O)(=O)c1ccc(Oc2ncc(C(F)(F)F)cc2Cl)cc1
  A: 8 | B: · | C: -7 | D: ·
Cc1ccc(S(=O)(=O)NC(C)C(=O)Nc2ccc(C(N)=O)cc2)cc1 (centres undefined)
  A: 1 | B: · | C: 11 | D: ·
COc1ccc2c(C(F)(F)F)cc(=O)oc2c1C
  A: -5 | B: · | C: -3 | D: ·
CN(C)CCCOC(=O)c1ccc(Cl)cc1Cl
  A: 0 | B: · | C: -2 | D: ·
COc1ccc(N2C(=O)CCC2(C#N)c2ccc(OC)cc2)cc1 (centres undefined)
  A: 3 | B: · | C: -6 | D: ·
CCOC(=O)C1C(=O)OC(C)(C)C1C(C)C(=O)c1ccc(OC)cc1 (centres undefined)
  A: -9 | B: · | C: -3 | D: ·
Cc1ccccc1N1C(=O)C2C3C=CC(C2C1=O)N(C)C3=O (centres undefined)
  A: -4 | B: · | C: -1 | D: ·
CCOC(=O)Cn1c(=O)c2c(nc(Br)n2Cc2ccccc2Cl)n(C)c1=O
  A: -46 | B: · | C: 2 | D: ·
CCN1C(=C2C(=O)c3ccccc3C2=O)C=Cc2ccccc21
  A: 44* | B: · | C: -6 | D: ·
CCn1c(SCc2ccc(Cl)cc2)nnc1-c1ccccc1
  A: 10 | B: · | C: -5 | D: ·
O=P(O)(COc1ccccc1)COc1ccccc1
  A: -5 | B: · | C: 1 | D: ·
Nc1nc(-c2ccccc2)cc(C(F)(F)F)n1
  A: -9 | B: · | C: -4 | D: ·
COc1ccccc1OCC(=O)NN1Cc2ccccc2C1=N
  A: 0 | B: · | C: 4 | D: ·
N/C(COc1ccc(Cl)cc1Cl)=N\NS(=O)(=O)c1ccccc1
  A: 0 | B: · | C: 1 | D: ·
Cc1cc(C(=O)c2cnc(/N=C/N(C)C)s2)cc(C)c1O
  A: 4 | B: · | C: -3 | D: ·

# Rewritten field by field: part of the list above.
> Nc1nc(-c2ccccc2)cc(C(F)(F)F)n1
- esBAF inh = -9
- SIRT5 block = ·
- FN deposit inh = -4
- LGR2 inh = ·

> COc1ccccc1OCC(=O)NN1Cc2ccccc2C1=N
- esBAF inh = 0
- SIRT5 block = ·
- FN deposit inh = 4
- LGR2 inh = ·

> N/C(COc1ccc(Cl)cc1Cl)=N\NS(=O)(=O)c1ccccc1
- esBAF inh = 0
- SIRT5 block = ·
- FN deposit inh = 1
- LGR2 inh = ·

> Cc1cc(C(=O)c2cnc(/N=C/N(C)C)s2)cc(C)c1O
- esBAF inh = 4
- SIRT5 block = ·
- FN deposit inh = -3
- LGR2 inh = ·

# Returning to the listing, repeating the two entries before the break.
# Short keys – A = esBAF inh; B = SIRT5 block; C = FN deposit inh; D = LGR2 inh
N/C(COc1ccc(Cl)cc1Cl)=N\NS(=O)(=O)c1ccccc1
  A: 0 | B: · | C: 1 | D: ·
Cc1cc(C(=O)c2cnc(/N=C/N(C)C)s2)cc(C)c1O
  A: 4 | B: · | C: -3 | D: ·
O=C(O)C1CC(=O)N(CCc2c[nH]c3ccccc23)C1 (centres undefined)
  A: -3 | B: · | C: -1 | D: ·
Cc1ccc(S(=O)(=O)NNC(=O)C2Cc3c(ccc4ccccc34)O2)cc1 (centres undefined)
  A: 5 | B: · | C: 4 | D: ·
COc1ccc(OC)c(N=c2oc3cc(O)ccc3cc2C(N)=O)c1
  A: 11 | B: · | C: -5 | D: ·
O=C(O)CSC(C(=O)Nc1ccc(C(F)(F)F)cc1)c1ccccc1 (centres undefined)
  A: -5 | B: · | C: -1 | D: ·
CCOc1cc(NC(=O)c2ccccc2C)c(OCC)cc1NC(=O)C1=Cc2ccccc2OC1
  A: -9 | B: · | C: 1 | D: ·
CC(c1ccccc1)n1cc(C(=O)NCC2COc3ccccc3O2)nn1 (centres undefined)
  A: -17 | B: · | C: 0 | D: ·
c1ccc2c(c1)oc1c(N3CCN(Cc4ccc5c(c4)OCO5)CC3)ncnc12
  A: -12 | B: · | C: 6 | D: ·
CCOC(=O)c1nc2cc3n(c(CC(C)C)c-2c1C)CC(C)=C3C
  A: -2 | B: · | C: -4 | D: ·
COc1cc(CN2CCC(C(=O)N3CCC(C)CC3)CC2)cc(Br)c1O
  A: 6 | B: · | C: -3 | D: ·
C=CCc1cc(C(=O)N2CCCCC2)ccc1O
  A: 5 | B: · | C: -6 | D: ·
CC(NC(=O)Nc1ncccn1)(C(F)(F)F)C(F)(F)F
  A: 2 | B: · | C: 3 | D: ·
NC(=O)c1ccccc1NC(=O)CN1CCOCC1
  A: -7 | B: · | C: -8 | D: ·
CCOC(=O)C(C(=O)N(C)C)c1ncc(C(F)(F)F)cc1Cl (centres undefined)
  A: -1 | B: · | C: -3 | D: ·
CCN(CC)CCCNC1CCS(=O)(=O)C1 (centres undefined)
  A: 3 | B: · | C: 12 | D: ·
COCCNC(=O)CSc1ccc(C)cc1
  A: 8 | B: · | C: 2 | D: ·
Cc1ccc(CSc2nnc(-c3ccncc3)n2C)cc1
  A: -8 | B: · | C: -1 | D: ·
CCc1nnc(NC(=O)C2CCCN2C(=O)Nc2ccccc2OC)s1 (centres undefined)
  A: -11 | B: · | C: -10 | D: ·
Cc1c(NC(=O)c2ccc3ncccc3c2)c(=O)n(-c2ccccc2)n1C
  A: -4 | B: · | C: 2 | D: ·
COc1cccc(C2N(c3ccc(Cl)c(Cl)c3)C(=O)C3CCCN32)c1OC (centres undefined)
  A: -5 | B: · | C: 5 | D: ·
CC(=O)Nc1ccc(C(=O)OCC(=O)NC(=O)NC2CCCCC2)cc1
  A: -10 | B: · | C: 7 | D: ·
O=C1CN(C(=O)c2ccccc2)c2ccccc2N1
  A: 10 | B: · | C: 2 | D: ·
CCOC(=O)C1CCN(Cc2ccc(OC)cc2OC)CC1
  A: 12 | B: · | C: -4 | D: ·
CCc1ccc(CCC(=O)Nc2ccc(C)c(C)c2)o1
  A: 21 | B: · | C: 8 | D: ·
Cc1ccc(C)c(OC(=O)c2ccncc2)c1
  A: -2 | B: · | C: 17 | D: ·
c1ccc2c(c1)ncn2CCCCOc1ccc2c(c1)CCC2
  A: -28 | B: · | C: -2 | D: ·
Cc1nn2c(-n3ccnc3)c3c(nc2c1-c1ccccc1)CCC3
  A: 1 | B: · | C: 5 | D: ·
CC1(C)Cc2c(sc(/N=C/N3CCCC3)c2C#N)C(C)(C)N1
  A: 9 | B: · | C: -1 | D: ·
CCCCNC(NCCCC)=C(S(=O)(=O)CC)S(=O)(=O)CC
  A: 5 | B: · | C: 1 | D: ·
CCCc1cc(C(=O)Nc2cccnc2Cl)no1
  A: 9 | B: · | C: 1 | D: ·
Cc1cc(C)nc(SCc2nnc(SCC(=O)Nc3ccc(C)c(C)c3)o2)n1
  A: -6 | B: · | C: -10 | D: ·
O=C(NCCN1CCOCC1)c1cc(S(=O)(=O)NCCCN2CCCC2=O)ccc1Cl
  A: -5 | B: · | C: 9 | D: ·
COc1ccc(S(=O)(=O)N2CCCCC2)cc1Br
  A: -5 | B: · | C: -1 | D: ·
CCCC(=O)Nc1nnc(CC(=O)N2CCCC2)s1
  A: -5 | B: · | C: 1 | D: ·
c1ccc2[nH]c(NC3=NCCC3)nc2c1
  A: 0 | B: · | C: 13 | D: ·
Cn1c(CNc2ccc(Cl)cc2)nnc1SCc1ccccc1
  A: 4 | B: · | C: -8 | D: ·
O=C(CCCCCn1c(=S)[nH]c2cc3c(cc2c1=O)OCO3)N1CCN(C(=O)c2ccco2)CC1
  A: 5 | B: · | C: 3 | D: ·
CCc1nc(N2CCN(C(=O)c3ccco3)CC2)c2c3c(sc2n1)CCCC3
  A: -5 | B: · | C: -4 | D: ·
CCOc1ccccc1NC(=O)CC(O)(C(F)(F)F)C(F)(F)F
  A: -5 | B: · | C: -6 | D: ·
Cc1ccc(S(=O)(=O)c2cc3ccccc3oc2=Nc2ccc3c(c2)OCO3)cc1
  A: 3 | B: · | C: -1 | D: ·
CC(=O)NC1(c2ccccc2)CCN(C(=O)N2CCOCC2)CC1
  A: -7 | B: · | C: 0 | D: ·
Cc1noc(C)c1C(=O)OCC(=O)NC(c1ccccc1)c1ccccc1
  A: -12 | B: · | C: 13 | D: ·
O=C(O)COc1c(F)c(F)c(C(F)(F)F)c(F)c1F
  A: 6 | B: · | C: 4 | D: ·
CC(Oc1ccc(Cl)cc1Cl)C(=O)Nn1cnnc1 (centres undefined)
  A: -10 | B: · | C: 2 | D: ·
Cc1cc(OCC(=O)N2CCCC2)ccc1Cl
  A: 40 | B: · | C: 5 | D: ·
COC(=O)c1sccc1NC(=O)c1cccnc1
  A: -6 | B: · | C: -5 | D: ·
COc1ccc(-n2ncc3c(NCc4ccccn4)ncnc32)cc1
  A: 19 | B: · | C: -12 | D: ·
CNC(=O)CSCCn1c(SCC(=O)NC)nc2ccccc2c1=O
  A: -1 | B: · | C: 4 | D: ·
CCc1ccccc1NC(=O)CN(c1cccc(OC)c1)S(C)(=O)=O
  A: -1 | B: · | C: -2 | D: ·
Cn1ccs/c1=N\S(=O)(=O)c1ccc(C(C)(C)C)cc1
  A: 0 | B: · | C: 5 | D: ·
CCOc1ccccc1NS(=O)(=O)c1cccs1
  A: 8 | B: · | C: -5 | D: ·

# Reprinted at random: 3 entries already listed
# Short keys – A = esBAF inh; B = SIRT5 block; C = FN deposit inh; D = LGR2 inh
CCCC(=O)Nc1nnc(CC(=O)N2CCCC2)s1
  A: -5 | B: · | C: 1 | D: ·
Cc1noc(C)c1C(=O)OCC(=O)NC(c1ccccc1)c1ccccc1
  A: -12 | B: · | C: 13 | D: ·
COC(=O)c1sccc1NC(=O)c1cccnc1
  A: -6 | B: · | C: -5 | D: ·

# Other compounds:
# Short keys – A = esBAF inh; B = SIRT5 block; C = FN deposit inh; D = LGR2 inh
COc1ccc(N2CCN(Cc3nc(N)nc(Nc4ccccc4OC)n3)CC2)cc1
  A: 8 | B: · | C: -4 | D: ·
CC(=O)Nc1ccc(NC(=O)c2ccccc2F)cc1
  A: 16 | B: · | C: 4 | D: ·
CCOC(=O)c1cnc(-n2nc(C)cc2C)nc1NC
  A: 13 | B: · | C: 4 | D: ·
CCS(=O)(=O)N1CCN(S(=O)(=O)c2ccc(F)cc2)CC1
  A: -7 | B: · | C: 1 | D: ·
COc1ccc(OC(C)C(=O)NC2CC(C)(C)NC(C)(C)C2)cc1 (centres undefined)
  A: 3 | B: · | C: -11 | D: ·
Cc1ccc(NC2=NC(c3ccccc3)n3c(nc(C)cc3=O)N2)cc1 (centres undefined)
  A: 16 | B: · | C: -5 | D: ·
CN(C)c1ccc(C(=O)C(O)c2ccccc2)cc1 (centres undefined)
  A: -2 | B: · | C: 1 | D: ·
COCC#Cc1ccc([C@H]2[C@@H](CO)N3CCCCN(C(=O)COC)C[C@H]23)cc1
  A: · | B: -6 | C: · | D: 4
CC(C)(O)C#Cc1ccc([C@@H]2[C@@H](CO)N3CCCCN(C(=O)c4cccc(F)c4)C[C@@H]23)cc1
  A: · | B: -9 | C: · | D: -3
O=S(=O)(c1ccccc1F)N1CCCCN2[C@@H](CO)[C@H](c3ccc(-c4cccnc4)cc3)[C@@H]2C1
  A: · | B: -11 | C: · | D: -5
COCC(=O)N1CCCCN2[C@@H](CO)[C@H](c3ccc(-c4cccc(C)c4)cc3)[C@@H]2C1
  A: · | B: 0 | C: · | D: -29
O=S(=O)(c1ccccc1F)N1CCCCN2[C@H](CO)[C@H](c3ccc(-c4cccnc4)cc3)[C@@H]2C1
  A: · | B: 0 | C: · | D: 17
CC(C)CC#Cc1ccc([C@@H]2[C@@H](CO)N3C(=O)CN(C(=O)Cc4cccnc4)C[C@@H]23)cc1
  A: · | B: -5 | C: · | D: -1
COc1ccc2c3c(n(C)c2c1)[C@@H](CO)N(C(=O)CN1CCOCC1)CC31CN(C)C1
  A: · | B: -2 | C: · | D: -14
O=C([C@@H]1[C@@H](CO)[C@@H]2Cn3c(ccc(-c4cncnc4)c3=O)[C@@H]2N1C(=O)C1CCC1)N1CCCCC1
  A: · | B: -2 | C: · | D: 8

# Assay outcomes deposited in PubChem BioAssay by Broad Institute.
